GPR35 antagonists: GPR35 antagonists blocking zaprinast-driven arrestin recruitment, primary screen, imaging, U2OS, beta-arrestin-GFP, zaprinast agonist (AID 2058) | U2OS GPR35 beta-arrestin-GFP translocation imaging, zaprinast antagonism; higher % means a stronger effect | one-dose inhibition, % at 10 µM; IC50 in µM for titrated hits | 0.052% of 290,000 active;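 active means inhibition of at least 50% with at least 30 cells and total cytoplasm GFP at most 10,000,000; inconclusive means under 30 cells or total GFP of 10,000,000 plus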
NTR1 agonist: agonists of NTR1, primary screen, imaging, U2OS cells, beta-arrestin-GFP, high content (AID 493036); P30989; NTR1-U2OS beta-arrestin-GFP spot imaging, agonist mode; activation, % at 20 µM; 0.17% of 330,000 active;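 active means activation at or above 40% of the spot to cytoplasm intensity ratio, with at least 20 cells analyzed; inconclusive means wells under 20 cells, flagged as cytotoxic or low count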;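 further: 0% = DMSO without peptide and 100% = 100 nM NTR1 peptide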
Target sequence (P30989 whole entry, looked up): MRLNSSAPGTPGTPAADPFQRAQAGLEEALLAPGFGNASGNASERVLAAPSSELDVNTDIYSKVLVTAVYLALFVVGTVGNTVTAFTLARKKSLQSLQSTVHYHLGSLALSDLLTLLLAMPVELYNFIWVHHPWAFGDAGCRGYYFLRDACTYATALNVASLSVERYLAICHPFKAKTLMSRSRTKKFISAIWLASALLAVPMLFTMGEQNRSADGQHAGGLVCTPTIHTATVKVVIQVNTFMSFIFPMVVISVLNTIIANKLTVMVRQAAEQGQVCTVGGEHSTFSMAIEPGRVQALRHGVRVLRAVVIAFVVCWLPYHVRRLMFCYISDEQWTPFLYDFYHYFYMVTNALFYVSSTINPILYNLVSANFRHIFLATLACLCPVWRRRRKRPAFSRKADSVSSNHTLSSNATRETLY
KOR beta-arrestin-1: kappa opioid receptor blockers – cell-based, luminescence, uHTS (AID 1778); KOR beta-arrestin recruitment, luminescence, antagonist mode; higher % means a stronger effect; inhibition, % at 10 µM, or IC50 in µM where a hit was titrated; 0.091% of 290,000 active; in the data active means inhibition above about 50%; further: strong numbers were not always called active
T cell HTS: T cell immune modulators affecting CD8 T cell-vesicle binding; calls only at 7 µM; 0.068% of 330,000 active; 2C CD8+ T cell-vesicle binding, flow cytometry; stronger effect = lower value;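 active means response, share of CD8 T cells binding vesicles, and their 90th percentile fluorescence all below set limits, cut at about 80% in these data, passing the limit was not always enough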
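material = purified 2C TCR transgenic mouse naive CD8+ T cells | controls = Unloaded micro-vesicles (low), QL9 vesicles with 0.7% DMSO (high) | detection = cytometric PE anti-B7-1 and Alexa647 anti-CD8 signals after 1% paraformaldehyde fixation | incubation = binding step 1.5 h, 37 °C, antibody labelling 20 min, ice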
GPR55 LPI antagonism: GPR55 antagonists blocking LPI-driven arrestin recruitment, primary screen, imaging, U2OS, beta-arrestin-GFP, LPI agonist (AID 2013); U2OS GPR55 beta-arrestin-GFP translocation imaging, LPI antagonism; higher % means a stronger effect; inhibition, % at 10 µM; hits with a dose series show IC50 in µM; 0.13% of 290,000 active;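 active means spots per cell inhibited over 60%, with over 100 cells counted and total cytoplasm intensity under 500,000; inconclusive means wells with under 100 cells, flagged as likely toxic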;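 further: U2OS cells stably carrying GPR55 and arrestin-GFP stimulated by 5 µM LPI near EC80; imaged beta-arrestin-GFP aggregate spots per cell after agonist stimulation; plate controls were LPI-stimulated DMSO wells for no effect and DMSO wells without LPI for full effect; some results filed as inactive read as strong as hits; confirmed hits need IC50 under 10 µM and bright autofluorescent wells are also inconclusive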
West Nile antiviral: West Nile virus antiviral activity, cell-based, CPE readout (AID 1621). West Nile virus-infected cells, CPE inhibition; higher % means a stronger effect. one-dose CPE inhibition, % at 10 µM; IC50 in µM for titrated hits. 0.02% of 290,000 active; in the data active means a potency from the dose series; inconclusive means CPE inhibition mostly from about 3.7% at the one dose, without a potency; inactive means the rest, 99 in 100 with CPE inhibition below about 2.2%; further: strong numbers were not always called active
KOR beta-arrestin-2: kappa opioid receptor activators – cell-based, luminescence, uHTS, primary screen (AID 1777). KOR beta-arrestin recruitment, luminescence; higher % means a stronger effect. one-dose activation, % at 10 µM; EC50 in µM for titrated hits. 0.02% of 280,000 active; in the data active means activation above about 50%, passing the limit was not always enough; further: a part of the inactive calls stands beside numbers as strong as those of hits
Salmonella PhoP GFP: PhoP-dependent GFP reporter repression – Salmonella Typhimurium, primary screen (AID 1863); S. Typhimurium PhoP-regulated promoter GFP reporter, 4 h; higher % means a stronger effect; inhibition, % at 50 µM, or IC50 in µM where a hit was titrated; 0.16% of 300,000 active;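 active means inhibition over 29.93%, a cutoff 3 SD above the screen mean, later confirmed by dose response; inconclusive means inhibition over 29.93% but no dose response follow-up; inactive means inhibition at most 29.93% or unconfirmed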;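 further: 0% = low Mg2+ inducing control and 100% = high Mg2+ repressing control; strong numbers were not always called active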
GPR55 beta-arrestin: selective activators of receptor GPR55 – imaging, U2OS cells, beta-arrestin-GFP redistribution, primary screen (AID 1961). U2OS GPR55 beta-arrestin-GFP redistribution imaging; higher % means a stronger effect. one-dose activation, % at 10 µM; EC50 in µM for titrated hits. 0.048% of 290,000 active;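 active means activation above 40% with more than 50 cells counted in the well; inconclusive means wells holding fewer than 50 cells, flagged as toxic or sparse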;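 further: U2OS osteosarcoma cells stably expressing GPR55 and beta-arrestin-GFP; plate controls were DMSO negative control for no effect and LPI positive control for full effect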
T cell HTS vesicle-bound %: also measured in T cell HTS; calls as there; double positive events, %; measured here: CD8+ vesicle-bound cell fraction;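 binding gate set so that unloaded-vesicle control wells show 10% double positive cells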
NTR1 agonist cell count 20 µM: further read-out of NTR1 agonist, marked with its call; cell count; measured here: cell count, cytotoxicity flag
An asterisk follows results filed as active; i = inactive; ? = inconclusive; . = no result given; [ ] = dose if it differs, or a comment. Rows were taken by chance, and some 0.62% of all compounds hit somewhere here.

SMILES	KOR beta-arrestin-2	GPR55 beta-arrestin	NTR1 agonist	T cell HTS	GPR55 LPI antagonism	T cell HTS vesicle-bound %	Salmonella PhoP GFP	GPR35 antagonists	West Nile antiviral	NTR1 agonist cell count 20 µM	KOR beta-arrestin-1
CCOC(=O)C1(CCOc2ccccc2)CCN(Cc2cccc(-n3cccn3)c2)CC1	.	-0.1%	9.7	i	19%	18	-2%	9%	-0.2%	48	-17%[20 µM]
O=C(CCC(=O)OCc1ccc([N+](=O)[O-])cc1)Nc1ccccc1Cl	-6.5%	-0.1%	-1.7	i	8%	54	8%	26%	-0.6%	81	10%[20 µM]
c1ccc(CSc2nnc(-c3ccco3)n2Cc2ccccc2)cc1	0.2%	0.3%	1.7	i	7%	47	-2%	15%	-0.4%	49	4%
CCCn1nc2cc(C(=O)NCc3ccc(C)cc3)ccc2c1OC	-1.1%	0.0%	1.5	.	16%	.	2%	-10%	-0.2%	88	21%
CC(=O)c1c(C)[nH]c(C(=O)OCn2nnc3ccccc3c2=O)c1C	-4.7%	0.2%	-0.3	i	2%	44	-13%	-4%	-0.1%	42	-55%
Cc1ccc(Nc2c(-c3ccccn3)nc3cc(C)ccn23)cc1	-4.2%	0.6%	12	i	1%	26	-1%	-5%	?	52	4%
CCc1nnc(SCC(=O)NCCC2=CCCCC2)nc1CC	6.7%	-0.2%	-0.4	i	0%	9	-3%	-5%	0.2%	69	-39%
CC(=O)N1C(=S)NC(=O)/C1=C1/C(=O)N(CC(=O)Nc2cccc(C)c2)c2ccccc21	-3.7%	-0.3%	-0.1	i	12%	45	-10%	.	-0.6%	32	-107%
COCCCNC(=O)CC(NS(=O)(=O)c1ccc(Cl)cc1)c1ccc(OC)cc1 (centres undefined)	-3.0%	-0.1%	0.7	i	6%	13	4%	1%	-0.1%	43	17%
Cc1cc(NC(=O)CSc2nc3c(c(-c4cccnc4)c2C#N)CCC3)no1	0.1%	0.2%	1.9	i	37%	11	3%	-4%	-0.3%	59	-8%
CCN(CCCNC(=O)c1[nH]c(C)c(C(C)=O)c1C)c1cccc(C)c1	-1.4%	0.2%	-0.6	i	14%	46	3%	2%	-0.2%	61	9%
COc1ccc(OC)c(NC(=S)NCc2ccccc2OC)c1	-1.6%	-0.1%	0.8	i	6%	56	2%	24%	-0.2%	22	-13%[20 µM]
COCCNC(=O)C1CCC(=O)N(c2ccc(OC)cc2)C1c1ccc(OC)c(OC)c1 (centres undefined)	1.5%	-0.1%	-1.8	i	-4%	42	3%	-5%	0.6%	98	-26%
Cc1ccn(CCC(=O)O)n1	3.4%	-0.3%	0.0	i	19%	0	3%	7%	1.1%	42	-6%
Cc1ccc(NC(=O)c2snc3c(=O)[nH]cnc23)cc1C	0.5%	-0.1%	.	.	16%	.	-5%	17%	0.1%	.	-12%
CC(OC(=O)c1oc2ccccc2c1CSC1CCCCC1)C(=O)NC(N)=O (centres undefined)	3.2%	0.0%	3.6	i	10%	8	-10%	0%	0.0%	68	-23%
COc1ccc(C(=O)OCC(=O)Nc2cc(C)on2)cc1S(=O)(=O)N1CCOCC1	2.9%	-0.2%	-2.4	i	14%	16	-17%	7%	0.8%	45	-9%
COc1ccc(CNC(=O)c2ccc3c(=O)n(CCCN4CCCC4=O)c(=S)[nH]c3c2)cc1	1.2%	-0.4%	1.4	i	1%	17	-7%	3%	0.1%	72	-36%
CC1(C)CC[C@]2(C(=O)O)CC[C@]3(C)C(=CCC4[C@@]5(C)CC[C@H](O)C(C)(C)C5[C@H](O)C[C@]43C)[C@@H]2C1 (some centres undefined)	.	.	34	i	.	35	-5%	.	-1.1%	79	.
O=C(Oc1ccc(Br)cc1)c1cncc(Br)c1	-1.9%	0.0%	2.9	i	4%	42	4%	6%	0.5%	58	15%
COc1cccc(C(=O)NC2CCN(CC(=O)Nc3nccs3)CC2)c1	4.7%	-0.2%	-1.0	i	13%	34	-1%	1%	-0.1%	102	0%
Cc1ccc(CNC(=O)CCC(=O)N2CC(C)Oc3ccc(Cl)cc32)cc1 (centres undefined)	-5.6%	0.0%	-1.6	i	0%	39	.	5%	-0.7%	97	12%[20 µM]
O=C(N/N=C/c1ccncc1)NC12CC3CC(CC(C3)C1)C2	-1.6%	-0.1%	0.2	i	4%	20	2%	11%	0.6%	37	13%
O=C(NCCc1nnc2ccc(SCC(=O)N3CCCC3)nn12)c1ccccc1	1.7%	0.3%	0.1	i	8%	68	-4%	-2%	0.1%	47	-9%
O=C(c1ccc(Cl)s1)N1CCCC(N2CCN(c3ccc(F)cc3)CC2)C1 (centres undefined)	-2.8%	-0.2%	0.7	i	23%	34	-4%	1%	-0.3%	54	-18%
CCCC(=O)Nc1ccc(NC(=O)c2ccccc2Cl)nc1	-2.5%	-0.1%	-2.3	i	-22%	48	1%	8%	-0.5%	77	-14%
COc1ccc2[nH]c(C(=O)N3CCN(Cc4ccccc4)CC3)cc2c1OC	-3.3%	0.0%	0.2	i	-6%	52	-4%	4%	-1.1%	84	11%
Cc1nc(N(C)C)ncc1C(=O)O	6.8%	0.5%	0.2	i	11%	59	4%	-11%	0.1%	67	-54%
COc1ccc(C(=O)C2CCCN(Cc3cnc(N4CCCC4)s3)C2)cc1OC (centres undefined)	-0.3%	-0.2%	-0.4	i	2%	63	-6%	-7%	-1.0%	64	-1%
CCCc1noc(-c2ccc(-c3ccccc3)cc2)n1	-1.0%	0.0%	22	i	0%	53	-4%	10%	-0.1%	101	23%
O=C(COC(=O)CSc1cc(Cl)ccc1Cl)NCc1ccc2c(c1)OCO2	2.7%	0.7%	0.0	i	11%	36	-2%	-12%	-0.4%	89	8%
CCn1c(COc2ccc(=O)n(-c3ccccc3)n2)nnc1SCc1ccccc1C	1.0%	-0.3%	0.9	i	-4%	28	9%	-5%	-1.2%	68	27%
CC(C)c1nc(SCC(=O)Nc2ccc([N+](=O)[O-])cc2Br)n[nH]1	1.5%	-0.3%	-0.9	i	4%	62	-8%	-13%	-1.3%	60	-6%
O=C(Sc1ccc(Cl)cc1)c1cccc(Cn2cc(C(F)(F)F)ccc2=O)c1	1.3%	-0.2%	2.7	i	-9%	44	-9%	12%	0.0%	50	31%
Cc1ccc(NS(=O)(=O)c2cc(C(=O)NCCSc3ccc(C)cc3)ccc2C)cc1	-0.6%	0.2%	6.6	.	2%	.	1%	-6%	-0.2%	62	-2%
Cc1nnc(NC(=O)Nc2ccc(Cl)c(Cl)c2)s1	1.2%	0.0%	2.6	i	9%	17	-16%	19%	-1.5%	78	-60%
Cc1ccc(N2C(=O)Nc3ccccc3C2(O)C(=O)NCCCOC(C)C)cc1C (centres undefined)	1.8%	0.3%	-0.6	i	5%	18	-1%	3%	0.1%	51	34%
Cc1ccc(S(=O)(=O)N2C(=O)CCC2C(=O)N2CCN(C)CC2)cc1 (centres undefined)	6.3%	-0.2%	4.0	i	8%	24	15%	-6%	-0.7%	90	24%
COc1c(C)cc(C(=O)C2CCCN(C(=O)C3=C(C)OCCO3)C2)cc1C (centres undefined)	0.3%	0.0%	0.3	i	28%	32	11%	1%	-1.1%	71	-19%
Cc1nc(N2CCC(C)CC2)c2c(C)c(C(=O)Nc3ccc4c(c3)OCCO4)sc2n1	4.2%	-0.1%	0.4	i	0%	13	3%	1.2µM*	0.7%	54	-78%
CC(=O)Nc1cccc(C(=O)Nc2cccnc2)c1	-4.1%	-0.6%	1.0	i	-6%	43	5%	-1%	0.2%	72	-5%
O=C(CCN1C(=O)C2C3CCC(C3)C2C1=O)Nc1ccc([N+](=O)[O-])cc1 (centres undefined)	-2.7%	2.6%	-0.5	i	-2%	39	-2%	1%	0.1%	85	-13%
CCOC(=O)CNC(=O)C(NC(=O)C1CCC(C)CC1)C(C)CC (centres undefined)	0.3%	-0.1%	2.0	i	2%	33	10%	6%	0.0%	73	20%
CN(C)S(=O)(=O)c1cccc(C(=O)Nc2cc(Cl)cc(Cl)c2)c1	-3.8%	0.0%	5.2	i	-13%	18	-3%	-5%	-0.3%	57	4%
NC(=O)CSc1n[nH]c(=O)n1CCc1ccccc1	3.9%	-0.2%	-0.9	i	10%	44	7%	9%	0.2%	73	0%
COc1ccc(C)cc1NC(=O)Nn1cnnc1	3.5%	-0.1%	0.1	i	-1%	59	6%	-7%	1.2%	83	-6%
O=C(Cn1nc(-c2ccccc2F)ccc1=O)Nc1ccc(S(=O)(=O)N2CCCCCC2)cc1	-3.3%	-0.5%	2.6	i	3%	40	2%	17%	-1.2%	85	25%
O=C(CN1C(=O)CCSc2ccccc21)Nc1ccccc1	-0.9%	-0.1%	1.3	.	-8%	.	8%	12%	0.6%	83	26%
O=C(O)c1ccnc(C(=O)O)c1	6.4%	0.2%	-1.4	.	4%	.	-5%	15%	0.1%	67	-47%
CCOC(=O)COc1ccc(S(=O)(=O)Nc2ccc3c(c2)OCCO3)cc1	2.3%	-0.2%	4.8	i	10%	28	-1%	-9%	0.0%	40	1%
CCOc1ccc2nc(N3C(=O)/C(=C/c4ccccc4)NC3=S)sc2c1	-2.1%	3.8%	5.4	i	-8%	50	5%	0%	-0.2%	62	14%
COc1ccc(C(=O)OCC(=O)NCCCc2ccccc2)cc1[N+](=O)[O-]	-7.2%	0.3%	3.2	i	0%	23	-3%	7%	0.2%	61	6%[20 µM]
COc1c(C)cc(C(=O)C2CCCN(Cc3cnc(N4CCOCC4)s3)C2)cc1C (centres undefined)	.	-0.1%	3.9	i	-10%	40	-4%	-4%	-1.1%	46	-32%[20 µM]
CCCOc1ccc(Cc2c(Cl)nc(SC)nc2OC)cc1	-1.5%	0.0%	1.0	i	3%	59	-7%	15%	-0.6%	73	-7%
CCC(=O)NC(=S)Nc1cccc(NC(=O)c2ccco2)c1	-3.3%	-0.2%	1.3	i	-1%	51	3%	-7%	0.2%	38	12%

Screening data: PubChem, several laboratories
